From PubChem
NR2E3 ag-1: NR2E3 agonists in two-hybrid cells, primary screen, cell-based, luminescence, CHO-S, Gal4-NCOR/VP16-NR2E3; Photoreceptor-specific nuclear receptor (Homo sapiens), Q9Y5X4; luciferase; inhibition of corepressor binding, % at 3.98 µM; 360,000 compounds, 0.35% hits; AID 602229, 2012;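 active = inhibition above the mean of all tested compounds plus 3 SD, cut at about 70% in these data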;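 also: 0% = DMSO with NR2E3 transfected cells and 100% = cells lacking NR2E3 construct; higher means lower luciferase signal from less NR2E3 corepressor binding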
Target sequence (Q9Y5X4 whole entry, looked up, the tested form may be a part): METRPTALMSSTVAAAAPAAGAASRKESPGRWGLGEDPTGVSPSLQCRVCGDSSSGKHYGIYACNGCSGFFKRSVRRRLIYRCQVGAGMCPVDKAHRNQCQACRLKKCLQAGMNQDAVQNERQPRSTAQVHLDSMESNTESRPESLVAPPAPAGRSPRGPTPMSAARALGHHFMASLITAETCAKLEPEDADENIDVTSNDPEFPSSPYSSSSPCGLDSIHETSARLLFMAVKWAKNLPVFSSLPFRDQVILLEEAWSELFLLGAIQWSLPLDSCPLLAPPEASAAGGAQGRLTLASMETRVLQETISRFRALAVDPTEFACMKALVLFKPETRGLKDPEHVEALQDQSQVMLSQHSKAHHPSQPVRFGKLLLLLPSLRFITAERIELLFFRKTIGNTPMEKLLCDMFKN
EBV LMP1 NFkB: EBV LMP1-driven NF-kappaB luciferase reporter inhibitors, primary screen, cell-based, luminescence, single point | LMP1-induced NF-kappaB luciferase reporter cells | inhibition, % at 12.5 µM | 350,000 compounds, 0.69% hits | AID 504558, 2011; in the data active = inhibition above about 41%;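 also: 0% = neutral control wells and 100% = reference inhibitor control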
CF NFkB block: inhibitors of PAF-induced NF-kB signaling, primary screen, cell-based, GFP fluorescence, uHTS; KKLEB NF-kB-GFP reporter, GFP fluorescence overnight; inhibition, % at 5 µM; 360,000 compounds, 0.86% hits; AID 588850, 2011;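 active = at least 50% inhibition at 5 µM, scaled per plate between neutral and stimulator controls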;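 also: PAF is a Pseudomonas aeruginosa culture filtrate used as stimulus; plate controls were PAF-stimulated DMSO wells for no effect and unstimulated DMSO wells for full effect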
Peg3 prom inh: Peg3 promoter-driven luciferase inhibitors, primary screen, cell-based, HeLa, luciferase luminescence; 360,000 compounds, 1.7% hits; inhibition, % at 20 µM; AID 588405, 2011; HeLa PEG-Prom luciferase reporter, overnight;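 active = inhibition of at least 50% at 20 µM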
TRPM1 prom inh: inhibitors of MITF-dependent TRPM1 promoter reporter, primary screen, cell-based, SK-MEL-5, single point, luciferase; SK-MEL-5 TRPM1 promoter luciferase, 24 h; inhibition, % at 12.5 µM; 330,000 compounds, 0.83% hits;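 active = mean inhibition across replicates of 60% or more, whatever share of single replicates reaches that level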; also: values of inactives mirror those of a sister screen read the other way
NR2E3 ag-2: inhibitors of NR2E3-RetCOR corepressor binding, primary screen, NR2E3 agonist project, biochemical, TR-FRET, GST-NR2E3, biotin-RetCOR | 1536-well | inhibition of corepressor binding, % at 4.78 µM | 320,000 compounds, 0.12% hits | AID 2300, 2010;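 active = percent inhibition above the cutoff of mean plus 3 SD of all tested compounds, set per screening campaign, cut at about 20% in these data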;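 also: 0% = DMSO wells and 100% = biotin wells as full block of FRET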
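System: GST-tagged NR2E3 plus biotinylated RetCOR corepressor; Buffer or medium: pH 7.5 Tris-based buffer; Probe or stimulus: RetCOR corepressor, biotinylated, 7 nM; Doses: compound at 4.8 µM, single dose; Schedule: 5 h incubation at 4 °C; Technique: time-resolved FRET; Evaluation: percent inhibition of TR-FRET ratio; Replication: one well per compound, singlicate testing.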
HIF-2a inh: HIF-2a reporter inhibitors, primary screen, luminescence, 786-0 RCC cells; 786-0 RCC cells HIF-2a reporter, luciferase luminescence, overnight; inhibition, % at 18.8 µM; 360,000 compounds, 0.72% hits; AID 624352, 2012;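 active = inhibition of the luminescence signal of 40% or more relative to plate controls, in a single-dose primary screen at 18.75 µM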
hiPSC survival: enhancers of single-cell hiPSC survival, primary screen, ATPlite luminescence. 360,000 compounds, 0.044% hits. survival enhancement, % at 20 µM. 100% = ROCK inhibitor wells, 0% = DMSO. AID 602274, 2012; in the data active = survival enhancement above about 18%;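 also: cells exposed to compounds for 16 hours before the ATP read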
Shn3 inh set2: reduction of Shn3 3'UTR firefly luciferase signal, primary screen, Schnurri-3 inhibitor project, cell-based, Clone20 osteoblasts, set 2; Clone20 osteoblast Shn3 3'UTR firefly luciferase, 24 h; 360,000 compounds, 0.52% hits; AID 588674, 2011; inhibition, % at 12.5 µM;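 active = mean inhibition of at least 75% with every replicate also reaching 75%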;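 also: 0% = median of neutral control wells and 100% = pilot-screen positive control compound; some compounds past the cut are filed as inactive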
KKLEB tox: cytotoxicity in KKLEB CF airway cells, primary screen, cytotoxicity control for CF NF-kB inhibitor project, cell-based, uHTS, fluorescence assay plates; KKLEB CF airway cells viability, ATPlite luminescence, overnight; hits give low values; cells stimulated with P. aeruginosa culture filtrate; activity change (cytotoxicity), % at 5 µM; 360,000 compounds, 0.36% hits;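 active = corrected activity change at or below -50% at 5 µM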
C8 TRAIL sens: viability loss with TRAIL in NB7+C8 cells, primary screen, TRAIL sensitizer project, cell-based, ATPlite luminescence; inhibition (viability loss, TRAIL sensitization), % at 10 µM; 360,000 compounds, 1% hits;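 active = compounds causing at least 50% loss of cell viability in the single-dose screen, relative to plate controls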
Starred values were filed as active, the others as inactive; nt = not tested or not shown. Not all compounds are listed. The share of hits here may be higher or lower than overall.

SMILES | NR2E3 ag-1 | EBV LMP1 NFkB | CF NFkB block | Peg3 prom inh | TRPM1 prom inh | NR2E3 ag-2 | HIF-2a inh | hiPSC survival | Shn3 inh set2 | KKLEB tox | C8 TRAIL sens
COc1cccc(C(NC(C)=O)c2nc(-c3ccc4ccccc4c3)cs2)c1 (centres undefined) | 4 | nt | -38 | 4 | nt | nt | -45 | -1.5 | 14 | 0 | -19
CCOC(=O)c1c(-c2ccccc2)csc1NC(=O)CSc1nc(C)cc(C)n1 | -23 | -9 | 40 | 26 | 4 | 1 | 19 | 3.3 | 11 | 1 | 18
O=C(Oc1ccc(-c2csnn2)cc1)C1CC1 | 26 | 6 | -12 | -10 | 3 | 0 | 12 | -0.5 | 10 | 5 | -27
CC(=O)c1cccc(NC2c3ccccc3C(=O)N2Cc2ccco2)c1 (centres undefined) | 12 | 2 | 20 | 6 | 17 | -1 | 7 | -0.6 | 56 | -13 | -1
CCC(C)c1ccc(NC(=O)COC(=O)CCNC(=O)c2ccco2)cc1 (centres undefined) | -14 | 4 | 10 | -26 | -13 | 4 | -28 | -0.4 | -18 | 8 | -11
OC(Cn1cncn1)(Cn1cncn1)c1ccc(F)cc1F | 2 | 0 | 0 | -11 | -11 | 0 | 11 | 1.9 | -15 | 10 | 12
CC(NC(=O)C1CCCC1)c1ccc2c(c1)OCCO2 (centres undefined) | -8 | 3 | 7 | -3 | 15 | -2 | 3 | -0.8 | -3 | 2 | -5
CCOc1ccc(S(=O)(=O)N2CCN(C(=S)NCc3ccccc3)CC2)cc1 | -1 | -19 | 20 | 22 | -2 | -1 | 15 | 0.1 | 14 | 2 | -12
COc1ccc(OC)c(CN2CCN(C(=O)c3ccc(NS(=O)(=O)c4cccc([N+](=O)[O-])c4)cc3)CC2)c1 | 6 | 1 | 6 | 10 | -7 | -1 | 8 | 2.9 | 1 | 0 | 7
Cc1ccc(NC(=O)NNC(=O)COc2ccc(Cl)cc2)cc1 | 4 | -2 | 26 | -5 | 2 | 3 | 16 | 0.6 | 3 | -7 | -16
O=C(O)Cn1cc(C(=S)N2CCCCC2)c2ccccc21 | -28 | -11 | 10 | -4 | 4 | -1 | 9 | -0.5 | -8 | -1 | -1
CC(C)(C)OC(=O)NNC(=O)c1ccc(Cl)cc1 | -4 | -6 | 2 | -18 | -4 | -2 | -35 | -0.9 | 0 | 4 | -4
O=C(CCc1ccc(S(=O)(=O)N2CCOCC2)cc1)NN=C1CCCCCCC1 | -19 | 5 | -8 | 0 | 4 | -1 | 14 | 1.4 | 1 | 9 | -3
CCC(CC)C1C(C#N)=C(N)SC(N)=C1C#N | 1 | -6 | 3 | 18 | 12 | 4 | 0 | 1.0 | 1 | 2 | 29
O=C1C(=O)N(CCOCCO)C(c2ccccn2)/C1=C(\O)c1ccccc1 (centres undefined) | -4 | 8 | 1 | 1 | -12 | 1 | -8 | 7.1 | nt | 3 | -10
Cc1ccc(CSCCNC(=O)CN(c2ccc(F)cc2)S(C)(=O)=O)cc1 | -9 | -15 | -14 | 17 | -21 | -1 | 10 | 1.2 | 11 | 10 | 15
COc1ccc(OCC(=O)OCCN(C)C)cc1 | -6 | -4 | 0 | 0 | -13 | -1 | -1 | 4.6 | 3 | -1 | -3
COc1ccc(S(=O)(=O)Nc2c(C)nc3nc(C)[nH]n3c2=O)cc1 | 9 | -4 | -3 | 3 | 1 | 4 | 14 | 2.4 | 6 | 4 | -16
CC(C)(CNC(=O)c1cc(=O)[nH]c2ccccc12)N1CCOCC1 | -14 | -4 | 2 | 5 | 8 | -3 | 7 | 5.1 | 4 | -1 | -5
Cn1nnc2cc(C(=O)NCc3ccc4c(c3)OCO4)ccc21 | -13 | 10 | 1 | 13 | 1 | 3 | 16 | 0.5 | 5 | 1 | 6
CCN1CCCC1CNC(=O)c1cc2cc(F)ccc2[nH]1 (centres undefined) | 25 | -2 | -6 | 5 | 19 | 0 | 9 | -0.5 | 8 | 7 | -19
CCOC(=O)c1c(NC(=O)Cn2c(=O)oc3ccccc32)oc(C)c1C(C)=O | 6 | 1 | -2 | 3 | 0 | 0 | 13 | -1.5 | -4 | 9 | 4
O=S(=O)(c1ccc(F)c2ccccc12)N1CCCCC1 | -11 | 7 | 8 | 17 | -6 | 8 | 7 | 2.1 | -7 | -20 | 6
COc1ccccc1C(=O)OC(C)CN1CCN(C)CC1 (centres undefined) | -9 | -7 | -7 | 16 | -2 | -2 | 7 | -0.2 | -15 | 7 | -1
Cc1ccc(C)c(S(=O)(=O)NC(C)C(=O)NCc2ccccn2)c1 (centres undefined) | -13 | 5 | 7 | 12 | -10 | 2 | 10 | 0.0 | -18 | -11 | -9

Reformatted: entries from further up.
compound	NR2E3 ag-1	EBV LMP1 NFkB	CF NFkB block	Peg3 prom inh	TRPM1 prom inh	NR2E3 ag-2	HIF-2a inh	hiPSC survival	Shn3 inh set2	KKLEB tox	C8 TRAIL sens
CC(C)(C)OC(=O)NNC(=O)c1ccc(Cl)cc1	-4	-6	2	-18	-4	-2	-35	-0.9	0	4	-4
COc1ccc(OC)c(CN2CCN(C(=O)c3ccc(NS(=O)(=O)c4cccc([N+](=O)[O-])c4)cc3)CC2)c1	6	1	6	10	-7	-1	8	2.9	1	0	7

The list goes on:
SMILES | NR2E3 ag-1 | EBV LMP1 NFkB | CF NFkB block | Peg3 prom inh | TRPM1 prom inh | NR2E3 ag-2 | HIF-2a inh | hiPSC survival | Shn3 inh set2 | KKLEB tox | C8 TRAIL sens
CC(C)OCCCNC(=O)CN1C(=O)CSc2ccc(S(=O)(=O)N3CCOCC3)cc21 | 24 | -2 | -36 | -1 | nt | nt | 20 | 0.3 | -8 | 3 | -6
CCc1ccc2c(c1)C1(NN=C(c3cccc4ccccc34)S1)C(=O)N2 (centres undefined) | 80* | 36 | -3 | 51* | 51 | 0 | 10 | -2.0 | 66 | 6 | 18
Nc1ccc(CSc2ccccc2)cc1 | -56 | -12 | 3 | -164 | -26 | nt | -146 | 4.0 | -14 | -2 | 18
O=C(CNC(=O)c1ccc(Cl)cc1Cl)OCC(=O)c1ccc2c(c1)OCCO2 | -1 | -2 | 9 | -25 | -9 | 7 | -23 | 3.5 | 4 | -5 | -6
Cc1nn(CC(=O)Nc2ccc(S(=O)(=O)N(C)C)cc2)c(C)c1[N+](=O)[O-] | 12 | 5 | -11 | 1 | 8 | 2 | 28 | -2.2 | 11 | 6 | 39
Cc1ccc2c(c1)N(CC(=O)NCCc1ccc(Cl)cc1)C(=O)c1cccnc1O2 | 15 | 9 | -12 | 6 | 16 | 0 | 19 | 7.1 | 1 | 4 | 0
C=CCNC(=O)CSc1nnc(-c2cccc(S(=O)(=O)N3CCOCC3)c2)o1 | 21 | 3 | -2 | 0 | nt | nt | 2 | 4.0 | -5 | -6 | -6
CCCCCC(=O)Nc1cc(S(=O)(=O)N2CCCCC2)ccc1N1CCCCC1 | -10 | 9 | 11 | 13 | -9 | nt | -13 | 0.2 | 22 | -3 | 8
O=C(COC(=O)CC1CC2CCC1C2)Nc1cccc(S(=O)(=O)NC2=NCCCCC2)c1 (centres undefined) | -36 | -1 | 6 | 9 | 0 | 1 | 15 | 0.5 | -3 | 3 | -9
Cc1sc2c(c1C)CN(C(C)(C)C)CN2C(=O)c1ccccc1 | -99 | 7 | -19 | -180 | 0 | -1 | -164 | -1.4 | -23 | -5 | -2
CCCc1nc2c3ccccc3ccn2c1Cc1cccc(Cl)c1 | -130 | nt | -28 | -294 | nt | nt | -235 | 1.4 | -19 | -5 | -7
CC(C)CNc1ncnc2c1cnn2Cc1ccccc1Cl | -26 | 3 | 15 | 24 | 2 | 0 | 13 | 0.1 | -2 | 0 | 3
COc1cc(C=O)cc(Br)c1OCC(N)=O | -6 | 6 | 6 | 3 | 6 | 0 | 14 | 2.0 | 4 | 2 | -11
O=C(NN=C1CCCCCCCCCCC1)c1ccccc1F | -40 | -1 | 14 | 10 | 5 | 1 | -3 | -0.6 | 1 | -8 | -10
COCc1[nH]nc2c1C(c1ccccc1F)C(C#N)=C(N)O2 (centres undefined) | 12 | 3 | -6 | -10 | -6 | -1 | 3 | 4.9 | -4 | 2 | -3
COc1ccc(/C=N/NC(=O)c2cnccn2)c(OC)c1OC | 10 | -3 | 5 | -5 | 5 | 4 | 17 | 0.6 | 5 | -4 | -3
CCCCn1cnc2c(SCc3ccccn3)nc(N)nc21 | -17 | 12 | 19 | -2 | -7 | nt | -10 | -1.6 | 11 | 4 | 5
Cc1ncc(CO)c(/C=N/NC(=O)c2cc3c(s2)CCCC3)c1O | -31 | 24 | 17 | 37 | 44 | -1 | -2 | -0.7 | 91* | -5 | 44
COc1ccccc1C(=O)NC(CCSC)C(=O)OCC(=O)NC(=O)NCc1ccco1 (centres undefined) | 24 | 1 | -7 | 1 | 0 | -1 | 19 | -1.0 | -1 | 9 | -18
O=C(CN(Cc1cccs1)S(=O)(=O)c1ccc(S(=O)(=O)N2CCCCC2)cc1)Nc1ccccc1 | 1 | 5 | 45 | 8 | -12 | 2 | 25 | 0.6 | -2 | -49 | 4
CCOc1ccc(OCCC(=O)OCC(=O)Nc2ccc(Cl)cn2)cc1 | -14 | 1 | -3 | -1 | -2 | 2 | 11 | 0.8 | -5 | 0 | -2
CN(C)S(=O)(=O)c1cccc(COc2cccnc2[N+](=O)[O-])c1 | -5 | 1 | 8 | 7 | 0 | -2 | 1 | 0.0 | 17 | -7 | 8
Cc1c(C)c2ccc(OCC(=O)N(C)C3CCS(=O)(=O)C3)c(C)c2oc1=O (centres undefined) | 10 | 12 | 17 | -18 | 11 | 0 | 2 | 1.2 | -7 | -13 | 7
Cc1ccsc1C1C(C#N)=C(N)OC2=C1C(=O)CC(C)C2 (centres undefined) | -1 | -13 | -10 | 6 | -9 | 1 | 11 | -1.7 | -4 | 13 | -6
O=C(CCC1CCCN(C(=O)c2ccncc2)C1)NCc1ccc(F)c(F)c1 (centres undefined) | -8 | -1 | 6 | 6 | 2 | 2 | -4 | -0.4 | 14 | -13 | -12
CC(=O)N/C(=C\c1ccccc1)C(=O)OCc1cccc(S(=O)(=O)N(C)C)c1 | -4 | 0 | -26 | 13 | 4 | nt | 1 | 0.5 | 42 | 17 | -6
CCc1ccc(C2CC(c3ccc(Cl)cc3)n3nc(N)nc3N2)cc1 (centres undefined) | -66 | -1 | -17 | -24 | -6 | -1 | -72 | -3.6 | -8 | -10 | 21
